# Screening results (PubChem)
# yeast cln2 rad14 – NCI yeast anticancer drug screen, S. cerevisiae cln2 rad14 strain; actives 8.3% (n = 78,000); AID 165, 2004; % growth inhibition at 50 µM;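 further: 0% = growth of vehicle-only cultures of the same strain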
#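 Yeast strain cln2 rad14, bearing defects in cell cycle control and DNA repair, serves as the test system; values reflect growth inhibition compared with vehicle.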
# mec2-1 – NCI yeast anticancer drug screen, S. cerevisiae mec2-1 strain | % growth inhibition at 50 µM | actives 9% (n = 79,000) | AID 157, 2004;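 further: 0% = growth of vehicle-only cultures of the same strain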
#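 mec2-1 yeast strain, carrying an alteration in DNA damage repair or cell cycle control, was exposed to compounds; growth inhibition was measured relative to vehicle-treated controls.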
# yeast mlh1 rad18 – NCI yeast anticancer drug screen, S. cerevisiae mlh1 rad18 strain; % growth inhibition at 50 µM; actives 11% (n = 79,000); AID 175, 2004;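 further: 0% = growth of vehicle-only cultures of the same strain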
#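 Inhibition values reflect reduced growth of mutant yeast versus vehicle-treated controls following compound exposure; the mutations affect DNA damage repair.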
# yeast sgs1 mgt1 – NCI yeast anticancer drug screen, S. cerevisiae sgs1 mgt1 strain. AID 161, 2004. % growth inhibition at 50 µM. actives 10% (n = 78,000);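 further: 0% = growth of vehicle-only cultures of the same strain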
#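 This yeast growth screen uses a strain with defined DNA-repair lesions; compound-treated growth is compared with vehicle-treated growth.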
# yeast rad50 – NCI yeast anticancer drug screen, S. cerevisiae rad50 strain; AID 155, 2004; actives 10% (n = 79,000); growth inhibition, % at 50 µM;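 further: 0% = growth of vehicle-only cultures of the same strain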
#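 Relative growth inhibition (compound vs vehicle) was measured in yeast with a defined repair-gene alteration.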
# bub3 – NCI yeast anticancer drug screen, S. cerevisiae bub3 mutant strain. % growth inhibition at 50 µM. actives 9.9% (n = 78,000). AID 167, 2004;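 further: 0% = growth of vehicle-only cultures of the same strain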
#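 Growth of a checkpoint-deficient yeast mutant is measured after compound exposure. Values represent inhibition relative to vehicle.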
# Starred values were filed as active, the others as inactive; & = joins results of further samples. No stated cut-off is given here; in the data, active means growth inhibition above about 70%; inactive means the rest.
SMILES,yeast cln2 rad14,mec2-1,yeast mlh1 rad18,yeast sgs1 mgt1,yeast rad50,bub3
CN1C(=O)NC(C)(/C=N/NC(N)=O)C1=O (stereo not given),8,10,2,20,10,3
COc1cc(OC)cc(C(=O)O)c1,6,6,-4,-6,14,7
O=[N+]([O-])c1ccccc1Br,5,4,-2,5,7,-11
O=c1[nH][nH]c(=O)c(Cl)c1Cl,0,2,13,-18,2,-1
CCOc1ccc(C(=O)C=O)cc1,-1,-6,27,11,12,10
COC1C(/C=C/C(C)=O)OC2OC(C)(C)OC21 (stereo not given),-9,1,-2,4,2,2
CC(=O)N1C(=O)N(Cl)C(=O)C1(C)c1cccs1 (stereo not given),-6,10,7,-1,-14,4
COc1ccc(C(=O)C[C@H]2CCC[C@@H](CC(=O)c3ccc(OC)cc3)N2C)cc1,12,5,8,5,14,0
COc1cc2c(cc1OC)C1=C(/C=C\C(C)=O)CCN1CC2,-9,21,6,-4,-7,0
COc1cccc(C2SC(N)=Nc3c2c(C)nn3C(=O)c2ccccc2O)c1 (stereo not given),18,9,25,33,20,38
OCC1OC(n2cnc3c(NCc4ccccc4)ncnc32)C(O)C1O (stereo not given),-44,-2,1,3,-14,12
c1ccc(CN2CCOC2)cc1,11,6,-36,-13,16,-2
CC(=O)/C(=C/N1CC(=O)NC1=S)C(=O)Nc1ccccc1C,14,-65,2,-41,-44,-27
O=c1[nH]c2cc([N+](=O)[O-])ccc2c2cccc(Cl)c12,-63,10,-2,7,6,6
CCC(C)N=Cc1ccccc1O.CCC(C)N=Cc1ccccc1O.[Cu] (stereo not given),-45,-10,11,28,34,2
OC(CBr)c1cc(-c2ccccc2)nc2c(Cl)cc(Cl)cc12 (stereo not given),-17,-8,51,34,32,12
COC1=C(Br)C(=O)N/C1=C(\OC)c1ccccc1,38,-9,6,30,11,-2
CCCCOCc1c(CO)cnc(C)c1O,4,8,-1,-7,5,4
C1OC2OC3OCOC3C2O1 (stereo not given),-58,3,-9,-2,16,17
COC(=O)CC1(C)[C@H](O)[C@H]2OC(C)(C)O[C@H]2[C@@H]1O (stereo not given in full),-3,-11,38,-18,8,-8
ClC1CCCCC1,-8,-3,-31,0,-13,-7
C=CN(c1ccccc1)c1nc(OC)nc(=O)[nH]1,-1&7,4&-26,-2&-3,0&-8,-6&2,0&-7
Cc1ccc(C(=O)NCc2ccccc2)cc1N=NN(C)C,36,-5,-1,18,23,8
CC(=O)/C=C1\CC(=O)N(C)c2ccccc2N1,3,18,19,-2,18,10
CO/N=C\c1cc[n+](C)cc1,31,25,19,19,12,55

# Rewritten with values under each structure: part of the list above
# Sequence of screens – yeast cln2 rad14 | mec2-1 | yeast mlh1 rad18 | yeast sgs1 mgt1 | yeast rad50 | bub3
CCOc1ccc(C(=O)C=O)cc1
 : -1 | -6 | 27 | 11 | 12 | 10
ClC1CCCCC1
 : -8 | -3 | -31 | 0 | -13 | -7
CO/N=C\c1cc[n+](C)cc1
 : 31 | 25 | 19 | 19 | 12 | 55
COc1ccc(C(=O)C[C@H]2CCC[C@@H](CC(=O)c3ccc(OC)cc3)N2C)cc1
 : 12 | 5 | 8 | 5 | 14 | 0

# (more compounds)
SMILES,yeast cln2 rad14,mec2-1,yeast mlh1 rad18,yeast sgs1 mgt1,yeast rad50,bub3
N#CC(CC(=O)c1ccccc1)c1ccccc1Cl (stereo not given),18,25,22,31,17,40
O=[n+]1c2c(n([O-])c3ccccc31)CCCCCCCCCC2,-35,-2,8,7,-53,1
CN(O)C(=O)Cc1ccccc1,16,6,16,0,4,14
CC(C)OCCCNc1ncnc2nc[nH]c12,0,-4,1,-1,6,27
COC(=O)C1(CCSc2ccccc2)CCCC1=O (stereo not given),5,-33,7,15,29,27
NCCc1nc(-c2nc(C(=O)O)cs2)cs1,19,-17,11,-42,-5,-47
CNc1c2ccccc2nc2ccccc12,9,9,21,-5,16,43
O=C1NC(=O)N(/N=C/c2ccc(-c3ccc(Cl)c(Cl)c3)o2)C1O (stereo not given),-38,8,1,-3,22,0
Cc1n(C)c(=O)c2ccccc2[n+]1C,-3,6,6,-7,5,2
COc1ccc(-c2cc(C(=O)Nc3cc(Cl)cc(Cl)c3)c3ccccc3n2)cc1,-1,-19,2,-26,-14,-18
Cc1cc(C)n(-c2nnc(-n3nc(C)cc3C)c3ccccc23)n1,-5,-2,-4,-22,-12,-6
COc1ccc2c(Cc3ccc(O)cc3)cncc2c1O,92*,52,98*,-7,9,72*
Clc1ccc(CN2CCCN(Cc3ccc(Cl)cc3)C2c2cc3ccccc3c3ccccc23)cc1,33,68,89*,88*,70*,99*
Nc1c(O)cccc1O,-54,11,16,-15,0,9
O=C(CN1C(=O)c2ccccc2C1=O)NCc1ccccc1,-35,0,10,-2,25,1
COc1ccc(OC)c(-c2nnc(Nc3ccc(S(=O)(=O)N4CCCCC4)cc3)s2)c1,-8,26,33,29,33,-2
Cn1c(=O)c2c(ncn2CCNCC(O)c2cc(C(C)(C)C)c(O)c(C(C)(C)C)c2)n(C)c1=O (stereo not given),17,6,11,19,31,-3
CC(=O)OC1/C=C(\C)C(OC(C)=O)C/C=C(/C)CCC2C(/C=C/C1=O)C2(C)C (stereo not given),64,74*,74*,78*,79*,71*
CCOC(=O)C(C(=O)OCC)C(=O)OCC,15,-10,11,-2,19,-7
S=C(S)NC1CCCCC1,-44,-18,-4,-12,-29,-13
CCc1nc(N)nc(N)c1-c1ccc(NCCc2ccccc2)c([N+](=O)[O-])c1,10,-3,25,5,26,14
Cc1cccc2c(N=[N+]=[N-])cc(C(F)(F)F)nc12,-43,7,-1,-1,5,13
O=[N+]([O-])c1cc2c(c3nonc13)OCCCCO2,23,26,77*,47,6,24
O=C(O)C#Cc1ccc([N+](=O)[O-])cc1,-20,-8,16,2,14,-12
CC(C)c1ccc(/C=N/NC(=O)c2ccncc2)cc1,2,-3,16,8,-2,5

# Additional structures.
SMILES,yeast cln2 rad14,mec2-1,yeast mlh1 rad18,yeast sgs1 mgt1,yeast rad50,bub3
Oc1ccc(CCC2CCC(c3ccc(O)cc3)CO2)cc1 (stereo not given),-12,4,16,10,5,10
CCOC(=O)c1nnn(Cc2ccccc2)c1N,26,-7,-9,4,-2,2
CC(C)C1N2CCCCC2[C@@H]2c3[nH]c4ccccc4c3CCN12 (stereo not given in full),-2,-43,-1,-2,-30,-25
CC(C)C[N+]1(Cc2ccc(Cl)c(Cl)c2)CCOCC1,20,40,64,64,58,53
CC1C(=O)N=C(c2ccccc2)N=C1C(=O)O (stereo not given),-39,-12,-14,-5,-24,-16
CC(=O)NNc1nc(C)c(C(/C=C/c2ccc(Cl)cc2)=N/NC(=O)C[N+](C)(C)C)s1,22,7,0,9,15,21
Cn1c(=O)c2ccccc2c2cc([N+](=O)[O-])ccc21,1,-5,-4,-18,-12,13
Nc1cccc(C(CC(=O)O)CC(=O)O)c1,17,11,16,13,15,-2
Cc1c(C(=O)C/C(=N\O)C(=O)Nc2cc(Cl)c(Cl)cc2Cl)[n+](=O)c2ccccc2n1[O-],15,14,32,22,22,21
CC(=O)OC1OC(C(OC(C)=O)C(Cl)Cl)OC1C(Cl)Cl (stereo not given),-3,8,-6,-1,-4,-7
CC(=O)NC1C(O)OC(COCc2ccccc2)C(OCc2ccccc2)C1OCc1ccccc1 (stereo not given),7,-2,-15,-10,7,-5
CC1(C)OCC(C2OC(C)(C)OC2C2OC(O)C=CC2=O)O1 (stereo not given),-5&9,2&19,11&20,6&25,18&20,11&25
O=C(O)/C=C/c1ccccc1Br,8,4,-17,13,21,-9
OCCCc1ccncc1,-8&9,-5&-5,8&12,5&3,-9&-6,-1&3
O=[N+]([O-])c1ccc(N2N=NC(c3ccccc3)C2(c2ccccc2)N2CCOCC2)cc1 (stereo not given),17,-1,15,28,30,1
COC1C=C(Br)C(=O)C(C)O1 (stereo not given),-2,1,-2,-26,6,21
COC1OCC(N)C(O)C1O (stereo not given),-12,-22,-2,-15,-14,-17
COc1ccc(CCNC(=O)Cc2ccccc2CO)cc1OC,1,2,-50,-42,-1,-27
COC1C(O)CC(OC2CC(OC3CC(O[C@@H]4C(=O)c5c(cc6cc(OC7CC(OC8CC(O)C(O)C(C)O8)C(O)C(C)O7)c(C)c(O)c6c5O)C[C@H]4[C@H](OC)C(=O)[C@@H](O)[C@@H](C)O)OC(C)C3O)OC(C)C2O)OC1C (stereo not given in full),44,29,48,42,39,49
COc1ccc(NC(=S)N/N=C(\c2ccccc2)c2ccccn2)cc1,79*,75*,84*,78*,68,84*
CC(C)/C(=N\N=C(\c1ccccc1)C(C)C)c1ccccc1,-8,26,18,3,-3,16
CCOC(=O)C1=C(Nc2ccc(Cl)cc2)C(=O)N(C(C)(C)C)C1,14,1,19,43,18,38
Oc1c(Cl)cc(C(c2cc(Cl)c(O)c(Cl)c2)C(Cl)(Cl)Cl)cc1Cl,98*,99*,99*,99*,99*,99*
c1cc2cc(c1)CNCCNCCNCc1cccc(c1)CNCCNCCNC2,17,-17,-3,-31,-22,6
CCCCCCCCCCCCCCCC(=O)OC/C=C/COC(=O)c1ccccc1,-3,-10,-13,-6,23,3

# Carrying on.
SMILES,yeast cln2 rad14,mec2-1,yeast mlh1 rad18,yeast sgs1 mgt1,yeast rad50,bub3
Cc1ccc(S(=O)(=O)Oc2ccc(C(C)(C)c3ccccc3)cc2)cc1,-22,12,62,34,20,29
C[n+]1cccc2cc([N+](=O)[O-])ccc21,-78,-7,-13,4,-22,4
Cc1ccccc1C[n+]1ccccc1Br,32,61,54,65,94*,60
CC(=O)OC1C(=O)OC(=O)C1OC(C)=O (stereo not given),5,1,-4,8,10,6
CC(=O)N1C(=O)C(=O)c2ccccc21,-25,-5,24,-5,6,-2
C=CCn1c(SC)nc2c(c1=O)CCCC2,-14,-13,-10,-5,-35,8
COC1C(CO)OC(n2cnc3c(N)ncnc32)C1O (stereo not given),5,4,-4,-10,13,6
O=C1c2ccccc2C(=O)N1OCc1csc(-c2ccccc2)n1,5,6,27,-4,6,1
CCOC1Oc2ccccc2-c2nc(N)ncc21 (stereo not given),-21,85*,-22,-5,88*,-17
NC(=O)c1ccc(N=Nc2c(N)nc(N)[nH]c2=O)cc1,-14,15,8,6,19,13
O=C1Oc2ccccc2C(=O)/C1=C/N1C(=O)N/C(=C\c2ccccc2O)C1=O,28,40,47,35,66,62
CCC(C)CNCCO (stereo not given),0,-7,11,6,25,-6
O=C(O)O.O=C(O)O.O=C(O)O.[Co],-12,38,-5,-3,-9,9
CCOC(=O)C#Cc1ccc([N+](=O)[O-])cc1,97*,95*,97*,50,96*,96*
Nc1ncnc2ncn(CC(O)CN(CCO)CCO)c12 (stereo not given),-2,-10,4,-23,1,-29
O=c1c2cccnc2oc2c(Cl)cc(-c3nn[nH]n3)cc12,15,8,-24,-34,25,-52
C/C(=N\NC(=S)N(C)C)c1nc2ncccc2[nH]1,-2,-24,-19,-65,-44,19
CCCCN(CCCC)C(=S)S,-30&0,-22&-53,7&-13,-6&7,-16&-35,5&-15
O=[N+]([O-])c1ccc(-c2cccc([N+](=O)[O-])c2)cc1,-2,-23,-6,-16,-40,-9
CC(=O)CC(=O)NC(C)CCC(C)C (stereo not given),14,-40,-5,-26,-15,-28
CCCCCCCCCCCCCCCC(=O)N(CCCN(CC)CC)C(C)CCCN(CC)CC (stereo not given),76*,72*,18,45,60,20
ClCCCC1COc2ccccc2O1 (stereo not given),12,-36,-16,-6,-35,2
C=CCOC(=O)C(C#N)C(C)CC(=O)OCC (stereo not given),0,-1,-6,-23,-6,5
O=C(O)c1cc(Cc2cc(C(=O)O)c(O)c3ccccc23)c2ccccc2c1O,21,14,17,24,25,-6
O=C1CNS(=O)(=O)N1,10,8,-8,-16,-19,-16
O=C(c1ccccc1C(=O)N1CCCO1)N1CCCO1,-16,-8,17,7,0,6
CC(=O)Nc1ccc(Nc2ccc(C(=C3C=CC(=[N+](C)CCC#N)C=C3)c3ccc(N(C)CCC#N)cc3)cc2)cc1,55,48,45,58,8,60
CCCCCC[N+](C)(C)C,7,-16,16,3,28,31

# Just yeast mlh1 rad18, yeast cln2 rad14 and bub3, for 2 of the compounds above:
Molecule	yeast mlh1 rad18	yeast cln2 rad14	bub3
ClCCCC1COc2ccccc2O1 (stereo not given)	-16	12	2
C=CCOC(=O)C(C#N)C(C)CC(=O)OCC (stereo not given)	-6	0	5

# Some of these compounds in order of length of the SMILES, descending:
SMILES,yeast cln2 rad14,mec2-1,yeast mlh1 rad18,yeast sgs1 mgt1,yeast rad50,bub3
Cc1ccc(S(=O)(=O)Oc2ccc(C(C)(C)c3ccccc3)cc2)cc1,-22,12,62,34,20,29
C[n+]1cccc2cc([N+](=O)[O-])ccc21,-78,-7,-13,4,-22,4
Cc1ccccc1C[n+]1ccccc1Br,32,61,54,65,94*,60
CCCCCC[N+](C)(C)C,7,-16,16,3,28,31

# Rows are unselected. Share with any hit: about 15%.
